FXN GAA850 act: frataxin GAA850 promoter activation. HEK293 lucGAA850 FXN promoter luciferase reporter, 24 h; percent of 10 µM SAHA response. 360,000 tested, 0.56% active. AID 540364. activation, % at 6 µM;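 active = activation above the average of all compounds screened plus 3 SD, cutoff fixed separately per campaign, cut at about 7.5% in these data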;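 note: 0% = DMSO wells and 100% = 10 µM SAHA wells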
hcDAF12 agonist: H. contortus DAF-12 activation, primary screen; HEK293 hcDAF-12 lit1-tk-luc reporter, luminescence; 0% DMSO, 100% Δ7-dafachronic acid; activation, % at 6.8 µM; 370,000 tested, 1.4% active; AID 652067;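 active = activation above the mean of all tested compounds plus 3 SD, cut at about 5.5% in these data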;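 note: 100% = response to 3 µM Δ7-dafachronic acid high control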
ADAM10 inh: inhibits human ADAM10. 370,000 tested, 0.62% active. inhibition, % at 7 µM. O14672. recombinant ADAM10, EDANS/DABCYL FRET peptide cleavage, 3 h;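 active = inhibition above a per-campaign cutoff equal to the mean of compounds falling between control-based bounds plus 3 SD, cut at about 20% in these data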;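 note: 0% = DMSO wells while the 100% control is not disclosed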
HGIII-sPLA2 inh: Inhibits HGIII-sPLA2 liposome hydrolysis, primary screen | 370,000 tested, 0.56% active | QFRET BODIPY PC-A2 liposome hydrolysis, fluorescence | inhibition, % at 12.2 µM | Q9NZ20;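 active = inhibition above mean plus 3 SD of compounds lying within the high and low control bounds, cut at about 19% in these data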;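 note: 0% = median of test compound wells and 100% = no enzyme DMSO wells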
ssDAF-12 act: S. stercoralis DAF-12 activation, primary screen; HEK293 ssDAF-12/GRIP1 lit1-tk-luc reporter, luminescence; % of 3 µM dafachronic acid response; activation, % at 6.8 µM; 370,000 tested, 1% active; AID 652126;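 active = activation above the mean over all tested compounds plus 3 SD, cut at about 0.9% in these data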;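 note: 0% = DMSO-only wells and 100% = 3 µM delta7-dafachronic acid wells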
NPR1 activator: GC-A (human) enzyme activation | HEK293 GC-A cells, cGMP TR-FRET, EC30 ANP; 0% at EC30 ANP, 100% saturating ANP | activation, % at 10 µM | 370,000 tested, 0.14% active | AID 1671463; in the data active = activation above about 40%
NPR2 activator: GC-B (human) receptor activation | HEK293-GC-B cells, CNP EC30, cGMP TR-FRET; 0% at EC30 CNP, 100% saturating CNP | activation, % at 10 µM | 370,000 tested, 0.11% active;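 active = activation at 10 µM reaching about 35% in either raw or pattern-adjusted values, limit read from the data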
Target sequence (P20594 whole entry, looked up): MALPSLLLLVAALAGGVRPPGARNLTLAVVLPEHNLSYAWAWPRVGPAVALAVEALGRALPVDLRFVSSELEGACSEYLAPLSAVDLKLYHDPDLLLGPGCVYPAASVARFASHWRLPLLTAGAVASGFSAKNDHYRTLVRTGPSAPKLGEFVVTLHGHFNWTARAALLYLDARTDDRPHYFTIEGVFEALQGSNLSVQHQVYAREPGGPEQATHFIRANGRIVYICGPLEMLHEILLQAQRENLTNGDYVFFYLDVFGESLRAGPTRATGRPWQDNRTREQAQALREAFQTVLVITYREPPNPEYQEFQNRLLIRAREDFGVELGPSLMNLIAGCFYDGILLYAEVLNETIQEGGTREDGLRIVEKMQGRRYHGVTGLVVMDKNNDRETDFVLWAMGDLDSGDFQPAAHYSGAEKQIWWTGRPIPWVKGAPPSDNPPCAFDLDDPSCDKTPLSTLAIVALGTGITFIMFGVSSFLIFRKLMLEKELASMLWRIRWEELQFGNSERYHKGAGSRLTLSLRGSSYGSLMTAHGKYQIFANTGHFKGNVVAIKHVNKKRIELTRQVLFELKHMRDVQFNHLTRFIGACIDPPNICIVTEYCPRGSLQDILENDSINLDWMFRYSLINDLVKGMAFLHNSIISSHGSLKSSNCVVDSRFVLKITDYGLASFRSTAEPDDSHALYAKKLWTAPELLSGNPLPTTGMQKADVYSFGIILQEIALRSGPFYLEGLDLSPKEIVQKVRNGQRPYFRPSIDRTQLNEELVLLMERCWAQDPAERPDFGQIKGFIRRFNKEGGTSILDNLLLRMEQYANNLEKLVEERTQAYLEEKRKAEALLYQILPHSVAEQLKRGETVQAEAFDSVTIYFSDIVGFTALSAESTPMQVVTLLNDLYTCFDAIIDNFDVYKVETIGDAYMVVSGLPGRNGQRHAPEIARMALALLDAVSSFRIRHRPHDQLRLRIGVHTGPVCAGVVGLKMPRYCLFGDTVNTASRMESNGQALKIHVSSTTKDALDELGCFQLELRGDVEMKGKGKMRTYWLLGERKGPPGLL
DAX1 inh-1: blocks DAX1 repression of SF-1 activated StAR promoter; HEK293T StAR-luciferase reporter, SF-1/DAX-1 repression relief; inhibition, % at 6.8 µM; 370,000 tested, 1.1% active; AID 652010;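 active = inhibition above the mean over all tested compounds plus 3 SD, cut at about 3.6% in these data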;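 note: 0% = DAX-1 cells with DMSO and 100% = cells lacking DAX-1 with DMSO; higher inhibition means more luminescence from relief of DAX-1 repression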
DAX1 inh-2: inhibits human nuclear receptor DAX1 | P51843 | HEK293 Gal4-DAX1 luciferase reporter, luminescence | inhibition, % at 6.75 µM | 340,000 tested, 0.99% active | AID 504766;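 active = inhibition above the mean over all tested compounds plus 3 SD, cut at about 4.2% in these data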;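 note: 0% = DAX1-transfected cells with DMSO and 100% = empty-vector control cells with DMSO; inhibition shows as a rise in luminescence from relieved DAX1 repression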
hgDAF12 agonist: activates the H. glycines DAF-12 receptor ligand-binding domain; activation, % at 6.8 µM; 370,000 tested, 1.8% active; HEK293 GAL4-hgDAF12 UAS-luciferase reporter, agonist luminescence; normalized to butyrate control; AID 687014;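 active = activation above a cutoff set at the mean of all screened compounds plus 3 SD, cut at about 10% in these data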;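 note: 0% = DMSO wells and 100% = sodium butyrate wells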
SMARCA2 act: activators of SMARCA2 function; MG213 cells, MMTV-luciferase reporter, dexamethasone, overnight; activation, % at 9.1 µM; 370,000 tested, 1% active; in the data active = activation above about 7.8%;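 note: 0% = vehicle wells and 100% = reference activator wells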
The depositor's hits bear a star; i = inactive; · = no result given. Random draw from the library (roughly 6.6% active in at least one column).

SMILES	FXN GAA850 act	hcDAF12 agonist	ADAM10 inh	HGIII-sPLA2 inh	ssDAF-12 act	NPR1 activator	NPR2 activator	DAX1 inh-1	DAX1 inh-2	hgDAF12 agonist	SMARCA2 act
O=C(/C=C/c1ccccc1Cl)c1ccccc(=O)c1O	7.5	-1.6	-9	9	-0.9	6	-3	-0.1	0.4	-1.9	-1
CC(OC(=O)C1CCN(c2ccc(C(F)(F)F)cn2)CC1)C(=O)Nc1ccc(S(N)(=O)=O)cc1 (stereo not given)	1.6	1.7	-7	-27	-1.3	-2	-3	1.1	0.7	0.5	-3
CSc1ccccc1C(=O)NC1CCCN(Cc2ccccc2F)C1 (stereo not given)	-1.6	-1.2	2	-1	-1.8	0	0	-0.1	0.0	-1.2	-3
O=S(=O)(c1ccc(-n2cnnn2)cc1)N1CCNCC1	-0.9	-0.4	5	4	-0.7	2	-3	1.2	0.6	0.5	-1
CN1CCN(CC(=O)Nc2ccc(Cl)cc2Cl)CC1	2.3	-0.3	-5	-3	-1.7	5	-3	0.6	0.2	-0.5	-1
N=C1C(=O)OCC1c1ccccc1NC(=O)c1ccc(F)cc1 (stereo not given)	1.2	0.1	-8	3	0.3	2	4	-0.5	1.0	-0.6	-2
CC1CCCCN1Cc1c(O)ccc2c(=O)c(-c3ccc(Br)cc3)coc12 (stereo not given)	3.5	-0.2	i	-2	-1.1	6	-2	-0.7	0.3	-1.8	1
CC(C)NC(=O)OC[C@H]1O[C@H](C#Cc2ccc(C(C)(C)C)cc2)C=C[C@H]1O	·	-0.6	-8	16	-1.0	3	2	-1.3	·	-0.9	-4
CC(C)OC(=O)N(C)C[C@H]1OCc2cnnn2CCCC(=O)N([C@@H](C)CO)C[C@H]1C	1.5	-1.4	-13	9	-1.1	-2	-3	0.5	3.7	0.3	-5
CCOc1ccc(C(=O)CCC(=O)Nc2ccccc2C)cc1	0.3	-0.9	-1	-6	-1.1	3	0	0.0	-0.9	5.0	0
O=C(CN1C(=O)NC2(CCCc3ccccc32)C1=O)NCc1ccc(Cl)cc1Cl (stereo not given)	-0.3	-0.2	-1	-10	-0.9	-6	1	-2.8	0.0	-0.1	2
CC(C(=O)N(C)Cc1ccccc1)N1CCN(C/C=C/c2ccccc2)CC1 (stereo not given)	-2.5	2.1	2	2	-0.7	1	4	-0.7	-1.0	0.8	0
CCCCn1c(N)c(N(CCC(C)C)C(=O)C2CC(=O)N(CCc3ccc(OC)c(OC)c3)C2)c(=O)[nH]c1=O (stereo not given)	1.7	0.1	-4	5	-0.7	-1	-2	2.7	0.1	-1.4	-2
Cc1ccc(Nc2c(F)c(F)c(F)c(F)c2C(=O)O)cc1	-0.4	-1.0	3	-1	-0.9	3	1	0.0	0.1	-1.0	0
CC1CC(NS(=O)(=O)c2cc3c4c(c2)CCN4C(=O)CC3)CC(C)(C)C1 (stereo not given)	0.9	-1.0	-8	2	-1.3	1	7	-1.0	-1.3	0.6	-2
COC(=O)C1C2CC(=O)C(C2)C1C(=O)OC (stereo not given)	-1.6	-1.1	-17	3	-0.8	3	7	-0.1	2.7	1.1	-3
O=C(COc1ccccc1/C=C1\SC(=S)NC1=O)Nc1ccc(F)cc1	1.6	1.2	-11	-4	-1.2	-2	-2	-1.0	0.9	0.2	-1
CN(C)CCCN(C(=O)C1=COCCO1)c1nc2ccc(Br)cc2s1	-0.8	-2.3	-2	-10	-1.7	-1	-12	-0.5	1.4	-3.2	1
COC(=O)c1sc(N)c(C(=O)OC)c1CSc1nnc(-c2ccccc2Cl)n1C	-1.0	-0.8	-5	-1	0.3	-4	1	-0.4	0.4	0.4	0
O=C(Sc1cccc2cccnc12)c1ccccc1Br	-15	-5.2	1	-2	-1.5	10	7	-2.4	-3.6	-8.0	-11
CCCCN(C)CCOc1ccccc1OCC	-1.7	0.6	5	1	-1.5	-2	2	0.5	0.9	2.5	0
C=Cn1ccnc1P(=S)(c1ccc2c(c1)c1ccccc1n2CC)c1nccn1C=C	-5.4	-1.2	2	-3	-1.4	2	7	-0.1	0.2	-2.1	-1
CCOC(=O)c1c(-c2ccc(C)cc2)csc1NC(=O)CCSc1nnc2ccccn12	-1.5	-1.9	-8	5	-1.4	6	2	-0.2	-0.8	-2.2	-1
C[C@H]1CCCN1c1ccc2c(c1)OCCCN(C1CC1)S2(=O)=O	·	-1.3	2	-7	-1.3	-1	1	-1.2	·	0.1	-1
CNC(=O)CSc1nnc(-c2cccnc2)n1CCc1ccccc1	-0.4	-1.7	-6	7	-1.6	0	5	0.6	1.2	0.4	-4
CCOc1cc(N2CCOCC2)c(OCC)cc1NC(=O)CSc1ccccc1C(=O)O	1.0	-2.3	-10	8	-0.8	1	0	0.4	2.0	-3.0	0
CC1CCN(S(=O)(=O)c2cccc(C(N)=O)c2)CC1	-1.5	-2.2	-5	16	-1.2	1	2	0.1	-1.4	-0.8	-3
C/C(=N/NC(=O)CN1CCN(Cc2ccccc2Cl)CC1)c1ccncc1	1.8	-0.6	6	-5	-1.6	2	-3	-0.7	0.6	-1.5	-3
CC1Cc2nc(SCC(=O)N3CCCC3)n(C)c(=O)c2S1 (stereo not given)	0.8	1.4	-9	7	-1.2	1	1	-0.3	0.9	-1.1	0
O=C(Nc1ccc(C(=O)N2CCC(O)(c3ccc(Cl)c(C(F)(F)F)c3)CC2)cc1)c1ccc(Br)o1	-0.5	-1.1	12	-12	-1.2	-5	-3	0.3	-0.5	0.6	-1
CC1(C)C(=O)Nc2ccccc2N1C(=O)COc1ncnc2c(Cl)cc(Cl)cc12	-0.2	0.0	2	-2	-1.2	0	1	-0.2	0.4	0.0	3
COc1ccc(Cl)cc1NC(=O)COC(=O)C(CC(C)C)N1C(=O)C2CC=CCC2C1=O (stereo not given)	1.4	0.3	28*	-24	-1.0	-1	-5	0.8	-0.5	-2.6	-2
O=S(=O)(c1ccc(SCc2c(F)cccc2Cl)nc1)N1CCCC1	-0.4	-2.7	-5	5	-1.7	6	6	-1.2	0.7	-0.1	-3
CCOCCCNC(=O)CCCn1nc(C)n2c(cc3sccc32)c1=O	-0.1	-0.3	-1	1	-1.1	-1	-4	-0.5	0.2	-5.1	1
CC1CCCCN1CCNC(=O)c1ccc2c(c1)N(Cc1ccccc1)C(=O)c1ccccc1S2(=O)=O (stereo not given)	-3.2	1.9	-1	-7	-1.1	-3	-3	0.2	0.6	1.1	0
CC12C=CC(=O)C=C1CCC1C2CCC2(C)C(C(=O)CO)CCC12 (stereo not given)	4.6	-1.9	-3	0	-1.5	0	3	-0.1	-0.7	-1.3	-3
CC(/C=N/NC(=O)CSc1nc2ccccc2n1C)=C\c1ccco1	-0.3	6.0*	2	-13	-0.5	0	0	-0.1	0.7	-0.5	-1
CCN1C(=O)C2(C(C#N)=C(N)Oc3cc(C)oc(=O)c32)c2ccccc21 (stereo not given)	-0.2	-1.3	1	4	-0.8	-2	2	0.9	-0.9	0.2	-2
CCn1c(CC(=O)Nc2ccccc2)n[nH]c1=S	-0.5	-0.3	5	0	-1.8	-1	-5	1.7	-0.4	-1.6	-1
Cc1ccc(C(O)c2ncc(-c3ccc4ccccc4c3)[nH]2)c(C)c1 (stereo not given)	0.0	1.8	-28	-13	-0.4	-2	-2	1.0	·	1.4	-4
O=C(NCCN1CCCCC1)Nc1ccccc1Cl	2.2	-0.4	4	1	-1.3	-1	1	0.4	0.5	-0.2	0
C[C@H](O)[C@@H]1C(=O)N2CCc3c([nH]c4ccccc34)[C@@H]2C[C@@H]1N(C)C(=O)c1ccco1	·	2.8	i	-1	0.2	16	15	1.6	·	0.7	-4
C=CCN(CC=C)C(=O)C1CC(=O)N(c2ccc(Br)cc2)C1 (stereo not given)	3.0	-2.5	9	6	-1.1	1	0	0.8	-0.1	-3.4	-2
COC(=O)c1c(-c2snnc2C)n[nH]c1C	-0.3	-0.2	-10	19	-1.1	-3	5	-0.1	0.9	-0.4	-3
CCOC(=O)C1=C[C@@H](C(C)(C)C)N(S(=O)(=O)c2ccc(C)cc2)[C@H]1c1ccc(Cl)c(Cl)c1	·	-1.2	1	-1	-1.1	-2	1	0.2	·	-3.2	-3
CCOC(=O)C1CCN(C(=O)C2CCN(S(=O)(=O)c3cc(Cl)ccc3Cl)CC2)CC1	1.5	-2.1	8	-1	-1.0	3	3	-1.2	-0.8	-2.6	0
COc1cccc(C2c3[nH]c4ccccc4c3C[C@H]3C(=O)N(CCCO)CC(=O)N23)c1OC (stereo not given in full)	2.2	1.5	-1	4	-0.3	-4	-1	-0.4	-1.2	-0.9	0
CC(C)(CO)CN1CCC(n2nccc2NC(=O)C2CCCC2)CC1	-0.2	-1.6	-1	5	-1.7	2	5	0.4	-0.3	-1.1	-3

Entries of single compounds, quoted from the list.
CCN1C(=O)C2(C(C#N)=C(N)Oc3cc(C)oc(=O)c32)c2ccccc21 (stereo not given) reads FXN GAA850 act = -0.2; hcDAF12 agonist = -1.3; ADAM10 inh = 1; HGIII-sPLA2 inh = 4; ssDAF-12 act = -0.8; NPR1 activator = -2; NPR2 activator = 2; DAX1 inh-1 = 0.9; DAX1 inh-2 = -0.9; hgDAF12 agonist = 0.2; SMARCA2 act = -2
COC(=O)c1c(-c2snnc2C)n[nH]c1C reads FXN GAA850 act = -0.3; hcDAF12 agonist = -0.2; ADAM10 inh = -10; HGIII-sPLA2 inh = 19; ssDAF-12 act = -1.1; NPR1 activator = -3; NPR2 activator = 5; DAX1 inh-1 = -0.1; DAX1 inh-2 = 0.9; hgDAF12 agonist = -0.4; SMARCA2 act = -3

Remaining list, next part
SMILES	FXN GAA850 act	hcDAF12 agonist	ADAM10 inh	HGIII-sPLA2 inh	ssDAF-12 act	NPR1 activator	NPR2 activator	DAX1 inh-1	DAX1 inh-2	hgDAF12 agonist	SMARCA2 act
COc1cc2ncnc(NCc3ccco3)c2cc1OC	2.1	1.2	1	5	-1.7	8	-2	0.7	-1.3	0.7	-4
Cc1oc(-c2ccccc2Cl)nc1CS(=O)CC(=O)NCCc1ccccc1 (stereo not given)	0.4	-1.9	9	-7	-0.9	-3	2	-0.1	0.9	0.5	6
Nc1ncnc2nc(SCC(=O)Nc3ccccc3F)[nH]c12	2.4	0.6	-10	0	-1.3	0	-3	-0.2	-0.9	-3.2	1
S=c1nc2ccccc2c2nc(-c3ccccc3Br)[nH]n12	1.0	-0.7	6	-1	-1.1	0	-4	-0.3	0.5	-0.1	1
COC(=O)N/N=C/c1cccnc1	0.5	-0.4	2	-2	-1.2	-3	5	-0.5	0.8	-0.1	1
COc1ccc(C(=O)N/N=C(\C)Cn2cnc([N+](=O)[O-])n2)cc1	3.9	2.4	2	-3	-0.6	-3	-2	0.2	1.2	15*	13*
CN1CCN(CC(=O)c2ccccc2F)CC1	-2.0	-0.5	-1	-2	-0.6	-4	5	0.5	-0.3	-0.2	0
O=C(Nc1ccc2ccccc2c1)c1ccccc1O	-1.0	7.8*	-24	-33	1.0*	8	1	0.1	-2.2	9.2	-4
COC(=O)[C@@H]1C[C@@]2(c3ccccc3)c3ccccc3N(S(=O)(=O)c3ccccc3)[C@H]2N1C(=O)CNC1CCCCC1	·	-1.2	6	-12	-1.3	-24	-10	-0.1	·	1.1	-4
Cc1cc(=O)oc2c(C(=O)/C=C/c3ccccc3)c(O)ccc12	2.9	2.4	-19	3	0.7	-2	-12	1.3	0.9	3.5	2

Source: PubChem
